Source: PubChem BioAssay (The Scripps Research Institute Molecular Screening Center)
TDP2 absorb: human TDP2 enzyme inhibitors, primary screen, biochemical, epi absorbance, recombinant enzyme; T5PNP hydrolysis, p-nitrophenol absorbance 415 nm; inhibition, % at 12.8 µM; 370,000 compounds, 0.34% hits; AID 720702, 2013;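 active = inhibition above the mean of all tested compounds plus 3 SD, set per campaign, cut at about 25% in these data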;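 also: 0% = DMSO with enzyme and 100% = buffer with substrate but no TDP2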
Target sequence (O95551 whole entry, looked up): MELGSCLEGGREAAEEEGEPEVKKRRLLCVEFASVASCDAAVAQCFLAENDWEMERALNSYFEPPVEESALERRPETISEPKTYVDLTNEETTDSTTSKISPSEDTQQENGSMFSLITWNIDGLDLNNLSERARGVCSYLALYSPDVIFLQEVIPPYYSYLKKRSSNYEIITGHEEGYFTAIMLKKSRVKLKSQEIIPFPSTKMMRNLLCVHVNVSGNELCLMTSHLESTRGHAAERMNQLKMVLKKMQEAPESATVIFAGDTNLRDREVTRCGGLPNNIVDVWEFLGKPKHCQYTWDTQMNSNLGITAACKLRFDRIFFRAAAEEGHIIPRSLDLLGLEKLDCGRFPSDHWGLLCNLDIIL
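Material: recombinant human TDP2; quantity: TDP2 enzyme at 120 nM final; medium: Tris-HCl pH 7.5 with MgCl2; compound: single concentration, 12.8 µM nominal, with 1% DMSO; incubation: 2 h enzyme incubation at 37 °C; signal: epi absorbance; measure: percent inhibition; benchmarks: high control without enzyme, low control DMSO plus TDP2; repeats: singlicate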
KLK7 zymogen act: proKLK7 zymogen activators, primary screen, biochemical, fluorescence intensity | Kallikrein-7 (Homo sapiens), P49862 | purified proKLK7, EDANS-DABCYL substrate fluorescence; 100% is mature enzyme control, 0% vehicle | activation, % at 7 µM | 370,000 compounds, 0.9% hits;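 active = activation above the mean of all tested compounds plus 3 SD, computed per campaign excluding outliers beyond control limits, cut at about 13% in these data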
DDE Tn6 FP inh: inhibitors of Tn6 peptide binding to fibrin DD(E), primary screen, biochemical, fluorescence polarization, human fibrin, Tn6 probe; Fibrin DD(E) TRITC-Tn6 fluorescence polarization displacement; inhibition, % at 8.3 µM; 370,000 compounds, 0.21% hits;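 active = inhibition above a per-campaign cutoff: mean of compounds within control limits plus 3 SD, cut at about 15% in these data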;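 also: 0% = median of all compound wells on the plate and 100% = blocking peptide control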
Target sequence (P02675 whole entry, looked up): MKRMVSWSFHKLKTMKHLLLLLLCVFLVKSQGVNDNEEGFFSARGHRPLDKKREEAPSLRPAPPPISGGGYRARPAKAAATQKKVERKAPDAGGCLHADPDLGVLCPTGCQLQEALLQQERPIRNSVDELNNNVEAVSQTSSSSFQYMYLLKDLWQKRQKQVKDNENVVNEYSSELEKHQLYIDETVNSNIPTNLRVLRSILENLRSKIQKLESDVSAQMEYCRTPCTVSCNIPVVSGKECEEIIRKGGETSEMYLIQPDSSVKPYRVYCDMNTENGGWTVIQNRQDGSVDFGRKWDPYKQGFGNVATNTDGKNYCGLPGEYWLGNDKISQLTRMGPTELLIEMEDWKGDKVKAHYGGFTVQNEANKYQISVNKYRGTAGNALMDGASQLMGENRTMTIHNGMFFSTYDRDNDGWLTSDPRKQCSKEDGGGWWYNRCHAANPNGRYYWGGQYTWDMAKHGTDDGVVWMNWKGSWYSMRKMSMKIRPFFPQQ
PRMT1 inh: PRMT1 methyltransferase inhibitors, primary screen, biochemical, fluorescence polarization; recombinant PRMT1, activity-based probe fluorescence polarization; inhibition, % at 2.79 µM; 370,000 compounds, 1.3% hits;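 active = inhibition above about 21% made by adding two undisclosed values, limit read from the data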
UHRF1 MBD2 ctr: UHRF1 methylated DNA binding inhibitors, primary screen, counter-screen for MBD2 inhibitor project, biochemical, TR-FRET, human UHRF1, single concentration; E3 ubiquitin-protein ligase UHRF1 (Homo sapiens), Q96T88; UHRF1 binding to methylated oligo; inhibition, % at 4.4 µM; 370,000 compounds, 0.75% hits; AID 687016, 2013; in the data active = inhibition above about 21%;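 also: UHRF1 SRA domain binding a hemimethylated CpG hairpin DNA probe; 0% = median of test compound wells and 100% = reference inhibitor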
Tn7 DDE FP: inhibitors of Tn7 peptide binding to fibrin DD(E), primary screen, biochemical, fluorescence polarization, human fibrin, Tn7 probe | FP displacement of FITC-Tn7 peptide from fibrin DD(E); 0% = median of compound wells per plate | 370,000 compounds, 0.13% hits | inhibition, % at 8.3 µM;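 active = inhibition above the mean of compounds falling within the control limits plus 3 SD of them, cut at about 14% in these data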;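 also: 0% = plate median of compound wells and 100% = 10 µM Aha-Tn7 peptide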
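Also added: labelled Tn7 tracer, 0.1 µM; Assay system: human fibrin DD(E) protein; Amount: 2 µM fibrin DD(E); Schedule: 10 min compound pre-incubation, 3 h probe incubation at room temperature; Repeats: one replicate per compound; Read-out basis: percent inhibition; Measured by: fluorescence polarization of the labelled Tn7 tracer.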
SIAE inh: human SIAE inhibitors, primary screen, biochemical, fluorescence polarization, FP-Rh probe, 1536-well HTS; Sialate O-acetylesterase (Homo sapiens), Q9HAT2; SIAE FP-Rh probe binding; inhibition, % at 9.66 µM; 370,000 compounds, 0.69% hits;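 active = inhibition above a cutoff: mean of compounds within the control limits plus 3 SD of those, cut at about 17% in these data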;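 also: 0% = plate median of compound wells and 100% = probe without SIAE protein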
MBD2 inh: inhibitors of MBD2 binding to methylated DNA, primary screen, biochemical, TR-FRET, DNA-binding domain, human | Methyl-CpG-binding domain protein 2 (Homo sapiens), Q9UBB5 | MBD2 binding to methylated oligonucleotide | inhibition, % at 4.4 µM | 370,000 compounds, 0.31% hits | AID 686964, 2013; in the data active = inhibition above about 13%
TCR CD3 inh: inhibitors of human TCR-CD3 interaction, primary screen, biochemical, fluorescence, TAMRA-labeled TCR probe | T-cell receptor (TCR) | AID 651800, 2012 | 360,000 compounds, 0.37% hits | inhibition, % at 9.4 µM; in the data active = inhibition above about 19%;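 also: recombinant mutant TCR 2C K166C tagged with TAMRA read by polarization; 0% = receptor in buffer alone and 100% = receptor with positive control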
LEDGF integ inh: blockers of LEDGF/p75-dependent integrase strand transfer – biochemical, TR-FRET, high throughput, primary screen. HIV-1 integrase (with human LEDGF/p75). inhibition, % at 3.7 µM. 370,000 compounds, 0.64% hits. TR-FRET IN-LEDGF/p75 DNA integration, Eu/Cy5;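 active = inhibition above the screen-wide mean plus 3 SD, cut at about 13% in these data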;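 also: signal is the Cy5 over europium emission ratio at 671 and 618 nm; 0% = plate median of compound wells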
Numbers without * were called inactive.

`COc1cc(C(Nc2ccc3c(c2)OCO3)C(=O)NC2CCCCC2)cc(OC)c1OC` (centres undefined) gave TDP2 absorb -7, KLK7 zymogen act 0.9, DDE Tn6 FP inh 4, PRMT1 inh 25*, UHRF1 MBD2 ctr -7, Tn7 DDE FP -4, SIAE inh 6, MBD2 inh 0, TCR CD3 inh -1 and LEDGF integ inh 1.
For Nc1nc(Sc2ccc([N+](=O)[O-])cc2[N+](=O)[O-])n[nH]1 the results were TDP2 absorb -14, KLK7 zymogen act 0.7, DDE Tn6 FP inh -1, PRMT1 inh -1, UHRF1 MBD2 ctr 1, Tn7 DDE FP 5, SIAE inh 5, MBD2 inh -6, TCR CD3 inh 4 and LEDGF integ inh 2.
Cc1ccn2c(CNCC3OCCc4ccccc43)c(C(=O)N3CCCCCC3)nc2c1 (centres undefined) was read as TDP2 absorb 0, KLK7 zymogen act -0.4, DDE Tn6 FP inh 0, PRMT1 inh -1, UHRF1 MBD2 ctr 7, Tn7 DDE FP -7, SIAE inh -1, MBD2 inh 2, TCR CD3 inh 1 and LEDGF integ inh 1.
For COc1ccccc1NC(=O)CCN1CC(C)OC(C)C1 (centres undefined) the results were TDP2 absorb 4, KLK7 zymogen act -0.5, DDE Tn6 FP inh 7, PRMT1 inh -5, UHRF1 MBD2 ctr 0, Tn7 DDE FP 5, SIAE inh -1, MBD2 inh -9, TCR CD3 inh 5 and LEDGF integ inh 0.
`CCn1nnc(NC(=O)c2ccc(-c3ccc(Cl)cc3)o2)n1` gave TDP2 absorb 10, KLK7 zymogen act 2.1, DDE Tn6 FP inh -6, PRMT1 inh 1, UHRF1 MBD2 ctr -3, Tn7 DDE FP -6, SIAE inh -4, MBD2 inh 1, TCR CD3 inh 2 and LEDGF integ inh -3.
`Cc1cccc(C(=O)NN2S(=O)(=O)c3ccccc3S2(=O)=O)c1` gave TDP2 absorb -3, KLK7 zymogen act 0.0, DDE Tn6 FP inh -1, PRMT1 inh 9, UHRF1 MBD2 ctr 9, Tn7 DDE FP -2, SIAE inh 3, MBD2 inh 7, TCR CD3 inh -5 and LEDGF integ inh 8.
Screening Cc1csc(Sc2nc3c(c(=O)[nH]c(=O)n3C)n2CCCc2ccccc2)n1 returned TDP2 absorb 5, KLK7 zymogen act -0.2, DDE Tn6 FP inh 1, PRMT1 inh 0, UHRF1 MBD2 ctr 2, Tn7 DDE FP 7, SIAE inh -3, MBD2 inh 2, TCR CD3 inh -2 and LEDGF integ inh 0.
`Cc1ccc(-n2c(SCC(=O)NCC3CCCO3)nc3ccccc3c2=O)cc1` (centres undefined) gave TDP2 absorb -8, KLK7 zymogen act 0.0, DDE Tn6 FP inh 3, PRMT1 inh 3, UHRF1 MBD2 ctr 2, Tn7 DDE FP 5, SIAE inh 9, MBD2 inh -1, TCR CD3 inh 0 and LEDGF integ inh -4.
CCOC(=O)c1ccc(NC(=O)Nc2c(C)nn(C)c2C)cc1 was read as TDP2 absorb 6, KLK7 zymogen act 0.0, DDE Tn6 FP inh 0, PRMT1 inh -2, UHRF1 MBD2 ctr 1, Tn7 DDE FP 3, SIAE inh 0, MBD2 inh 0, TCR CD3 inh -6 and LEDGF integ inh -4.
For O=S1c2ccccc2Oc2ccccc21 the results were TDP2 absorb 3, KLK7 zymogen act 0.6, DDE Tn6 FP inh 1, PRMT1 inh -3, UHRF1 MBD2 ctr 0, Tn7 DDE FP 2, SIAE inh 3, MBD2 inh 3, TCR CD3 inh 5 and LEDGF integ inh -3.
For COc1ccccc1NC(=O)Cc1cccc2ccccc12 the results were TDP2 absorb -4, KLK7 zymogen act -0.2, DDE Tn6 FP inh -1, PRMT1 inh 1, UHRF1 MBD2 ctr -3, Tn7 DDE FP 0, SIAE inh -9, MBD2 inh -4, TCR CD3 inh -1 and LEDGF integ inh 3.
For CC(C)C(=O)Nc1ccc(C(=O)NNC(=O)c2cccs2)cc1 the results were TDP2 absorb -3, KLK7 zymogen act -0.5, DDE Tn6 FP inh 1, PRMT1 inh 0, UHRF1 MBD2 ctr 1, Tn7 DDE FP -1, SIAE inh -1, MBD2 inh -4, TCR CD3 inh -6 and LEDGF integ inh -3.
For COc1ccc(C2NCCc3c2[nH]c2ccccc32)cc1COc1ccc(F)cc1 (centres undefined) the results were TDP2 absorb -1, KLK7 zymogen act -0.7, DDE Tn6 FP inh 4, PRMT1 inh -1, UHRF1 MBD2 ctr -2, Tn7 DDE FP -6, SIAE inh 14, MBD2 inh 1, TCR CD3 inh -3 and LEDGF integ inh 1.
Screening O=C(Nc1ccc2c(c1)OCO2)C1CCN(C(=O)c2cccs2)CC1 returned TDP2 absorb 8, KLK7 zymogen act 0.9, DDE Tn6 FP inh -6, PRMT1 inh -4, UHRF1 MBD2 ctr 0, Tn7 DDE FP 3, SIAE inh 2, MBD2 inh 3, TCR CD3 inh 1 and LEDGF integ inh 0.
Cc1ccc(C)c(-n2sc3ccc(F)cc3c2=O)c1 was read as TDP2 absorb 1, KLK7 zymogen act 1.2, DDE Tn6 FP inh 3, PRMT1 inh 91*, UHRF1 MBD2 ctr -3, Tn7 DDE FP 2, SIAE inh 17, MBD2 inh 3, TCR CD3 inh 2 and LEDGF integ inh 0.
CC(=O)c1sc(NC(=O)CCOc2ccccc2)nc1C was read as TDP2 absorb 2, KLK7 zymogen act 0.0, DDE Tn6 FP inh 7, PRMT1 inh 0, UHRF1 MBD2 ctr 4, Tn7 DDE FP 8, SIAE inh -1, MBD2 inh 2, TCR CD3 inh 2 and LEDGF integ inh 0.
For N#CCC(CNc1ncc(C(F)(F)F)cc1Cl)OC(=O)c1ccc(Cl)cc1Cl (centres undefined) the results were TDP2 absorb -13, KLK7 zymogen act 0.3, DDE Tn6 FP inh 2, PRMT1 inh 1, UHRF1 MBD2 ctr -2, Tn7 DDE FP -3, SIAE inh -14, MBD2 inh -3, TCR CD3 inh -8 and LEDGF integ inh -4.
COc1cccc(N2CC(NS(=O)(=O)c3ccc(Cl)cc3)CC2=O)c1 (centres undefined) was read as TDP2 absorb -17, KLK7 zymogen act 0.3, DDE Tn6 FP inh 1, PRMT1 inh -5, UHRF1 MBD2 ctr 4, Tn7 DDE FP -2, SIAE inh 0, MBD2 inh -1, TCR CD3 inh -4 and LEDGF integ inh -1.
`COC(=O)CSc1[nH]c2cc(C)ccc2c1[N+](=O)[O-]` gave TDP2 absorb -4, KLK7 zymogen act -3.7, DDE Tn6 FP inh 1, PRMT1 inh 3, UHRF1 MBD2 ctr -1, Tn7 DDE FP 1, SIAE inh 2, MBD2 inh -2, TCR CD3 inh -5 and LEDGF integ inh -1.
Screening CCOC(=O)c1cccc(NC(=O)CN(C)S(=O)(=O)c2ccc(-c3cocn3)s2)c1 returned TDP2 absorb -9, KLK7 zymogen act 0.0, DDE Tn6 FP inh -3, PRMT1 inh -6, UHRF1 MBD2 ctr 4, Tn7 DDE FP -6, SIAE inh 2, MBD2 inh 1 and LEDGF integ inh 2.

Next section; it opens with the 2 that closed the last part.
`COC(=O)CSc1[nH]c2cc(C)ccc2c1[N+](=O)[O-]` gave TDP2 absorb -4, KLK7 zymogen act -3.7, DDE Tn6 FP inh 1, PRMT1 inh 3, UHRF1 MBD2 ctr -1, Tn7 DDE FP 1, SIAE inh 2, MBD2 inh -2, TCR CD3 inh -5 and LEDGF integ inh -1.
Screening CCOC(=O)c1cccc(NC(=O)CN(C)S(=O)(=O)c2ccc(-c3cocn3)s2)c1 returned TDP2 absorb -9, KLK7 zymogen act 0.0, DDE Tn6 FP inh -3, PRMT1 inh -6, UHRF1 MBD2 ctr 4, Tn7 DDE FP -6, SIAE inh 2, MBD2 inh 1 and LEDGF integ inh 2.
`CC(=O)Nc1ccccc1NC(=O)C/C(C)=N/NC(=O)c1ccccn1` gave TDP2 absorb 3, KLK7 zymogen act 0.6, DDE Tn6 FP inh 5, PRMT1 inh 3, UHRF1 MBD2 ctr -4, Tn7 DDE FP -10, SIAE inh 6, MBD2 inh 2, TCR CD3 inh 7 and LEDGF integ inh 1.
For COC(=O)[C@]12C[C@H](CC(=O)NCCCCc3ccccc3)C(=O)N(CCC3=CCCCC3)C1=C[C@H](C(C)(C)C)O[C@@H]2C the results were TDP2 absorb 7, KLK7 zymogen act -0.5, DDE Tn6 FP inh 5, PRMT1 inh 10, UHRF1 MBD2 ctr 0, Tn7 DDE FP 2, SIAE inh -2, MBD2 inh 3, TCR CD3 inh -1 and LEDGF integ inh -3.
For CC(C)CC(=O)c1c[nH]c(C(=O)N2CCN(Cc3ccccc3)CC2)c1 the results were TDP2 absorb -7, KLK7 zymogen act 0.5, DDE Tn6 FP inh 1, PRMT1 inh 1, UHRF1 MBD2 ctr 0, Tn7 DDE FP 0, SIAE inh 2, MBD2 inh 8, TCR CD3 inh -9 and LEDGF integ inh 4.
Screening CCN(Cc1cccs1)C(=O)CN1C(=O)NC(c2ccccc2)(c2ccccc2)C1=O returned TDP2 absorb -8, KLK7 zymogen act -0.4, DDE Tn6 FP inh 5, PRMT1 inh -3, UHRF1 MBD2 ctr -1, Tn7 DDE FP -2, SIAE inh -8, MBD2 inh 1, TCR CD3 inh 0 and LEDGF integ inh 0.
CCOC(=O)N1CCN(c2c(N3CC=C(c4ccccc4)CC3)c(=O)c2=O)CC1 was read as TDP2 absorb -1, KLK7 zymogen act 0.8, DDE Tn6 FP inh -3, PRMT1 inh 2, UHRF1 MBD2 ctr -8, Tn7 DDE FP 4, SIAE inh -4, MBD2 inh -1, TCR CD3 inh -2 and LEDGF integ inh 5.
For O=C(COC(=O)/C=C/c1ccc(S(=O)(=O)N2CCOCC2)cc1)NCc1ccc(Cl)cc1 the results were TDP2 absorb 4, KLK7 zymogen act 0.8, DDE Tn6 FP inh 0, PRMT1 inh 4, UHRF1 MBD2 ctr 1, Tn7 DDE FP 3, SIAE inh -2, MBD2 inh 4, TCR CD3 inh 3 and LEDGF integ inh 1.
For COCCCNC(=S)NC1CC2CCC(C1)N2Cc1ccccc1 (centres undefined) the results were TDP2 absorb 14, KLK7 zymogen act 0.2, DDE Tn6 FP inh -5, PRMT1 inh 1, UHRF1 MBD2 ctr 0, Tn7 DDE FP 10, SIAE inh 2, MBD2 inh -3, TCR CD3 inh 3 and LEDGF integ inh 2.
